ROS inducer – ROS inducers in U2OS cancer cells, primary screen, cell-based, H2DCF-DA fluorescence | U2OS ROS induction | ROS induction (% of piperlongumine), % at 10 µM | actives 2% (n = 46,000); in the data active = ROS induction above about 79%, passing the limit was not always enough; inconclusive = no clear call, values can overlap the other calls;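 also: 0% = DMSO vehicle median and 100% = reference compound median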
The depositor's hits bear a star; ? = inconclusive; & = joins results of further samples. A portion of the library; rates above refer to the full screens.

Molecule,ROS inducer
C[C@@H]1CCCCO[C@H](CN(C)C(=O)Nc2ccc3c(c2)OCO3)[C@@H](C)CN([C@H](C)CO)C(=O)c2cc(NS(=O)(=O)c3ccc(Cl)cc3)ccc2O1,13
C[C@@H]1CN([C@@H](C)CO)C(=O)c2cc(NC(=O)Cc3cn(C)c4ccccc34)ccc2O[C@H]1CN(C)Cc1ccncc1,8
O=C(CC(=O)c1ccc(O)cc1)OC[C@H]1O[C@@H](Oc2ccc(O)cc2)[C@H](OC(=O)c2ccc(O)cc2)[C@@H](O)[C@@H]1O,-7
CN1CCN(Cc2c(O)ccc3c(=O)c(-c4ccc(Cl)cc4Cl)c(C(F)(F)F)oc23)CC1,21
Cc1cc(Br)c(S(=O)(=O)C(C)(C)C)c(Br)c1,-13
CN1C(=O)C(Cc2ccccc2)(Cc2ccccc2)c2ccccc21,66
COc1ccccc1Nc1nc(C2(C)CCC(=O)O2)cs1 (centres undefined),-7
Cc1sc2ncn(CC(=O)Nc3c(C(C)C)cccc3C(C)C)c(=O)c2c1C,-2
CCOc1ccc2nc(Nc3nc(C)c(CCC(C)C)c(=O)[nH]3)nc(C)c2c1,0
O=C(CN1C(=O)C2C3C=CC(C3)C2C1=O)Nc1ccc2ncccc2c1 (centres undefined),-21
COc1ccc(CN(C)C[C@H]2Oc3c(NC(=O)Nc4ccc5c(c4)OCO5)cccc3C(=O)N([C@H](C)CO)C[C@@H]2C)cc1,7
CCOc1c(S(=O)(=O)NCc2cccnc2)ccc(Cl)c1Cl,-6
CCCCn1c(CSc2ccccn2)cn(-c2nnc(C(C)(C)C)s2)c1=O,19
Cc1ccc(S(=O)(=O)Nc2cccc3c2O[C@@H](CN(C)S(=O)(=O)c2ccc(Cl)cc2)[C@H](C)CN([C@H](C)CO)C3=O)cc1,-11
Cc1nc(-c2cc(C#N)c(Oc3ccc(C(F)(F)F)cc3)nc2C)cs1,-3
CCOc1cc(C2N3CCc4ccccc4C3CN2S(=O)(=O)c2ccc(C)cc2)ccc1OC (centres undefined),-3
O=C1c2ccccc2C(=O)c2c1oc(-c1ccccc1)c2C(=O)c1ccccc1,1
C[C@@H]1CN([C@@H](C)CO)C(=O)c2cc(N(C)C)ccc2O[C@H]1CN(C)Cc1ccc(C(=O)Nc2ccccc2N)cc1,15
Cc1ccc(S(=O)(=O)N(CC(=O)Nc2ccc3c(c2)OCCO3)C2CCCCC2)cc1,8
CC(=O)[C@H]1CCC2[C@@H]3CCC4=CC(=O)CC[C@]4(C)C3CC[C@@]21C (some centres undefined),14
Cc1nn2c(CN(C(=O)CN3CCOCC3)c3ccccc3)nnc2c2ccccc12,-6
COc1ccc(NC(=O)C2CC(c3ccccc3O)=NO2)cc1OC (centres undefined),-1
C[C@H](CO)N1C[C@H](C)[C@H](CN(C)S(=O)(=O)c2ccc(F)cc2)Oc2ccc(NS(=O)(=O)c3ccc(Cl)cc3)cc2CC1=O,7
CC(C)(C)NC(=O)[C@H]1C[C@H]2CCCC[C@H]2CN1C(=O)C12CC3CC(CC(C3)C1)C2,7
Cc1cccc(NC(=O)CSc2cn(CCNC(=O)c3ccc(F)cc3)c3ccccc23)c1C,-6
CNCCc1ccccn1,-2&0
S=C(NCc1cccnc1)c1ccccc1,-9
CCCCc1ccc(Nc2ncnc3c2cnn3-c2ccccc2)cc1,14
OCC(Cc1ccc2c(c1)OCO2)C(CO)Cc1ccc2c(c1)OCO2 (centres undefined),2
C[C@@H]1CN([C@H](C)CO)C(=O)c2cccc(NC(=O)c3nc4ccccc4s3)c2O[C@H]1CN(C)C(=O)Nc1ccc2c(c1)OCO2,3
C[C@@H]1CCCCO[C@H](CN(C)C(=O)CCCN(C)C)[C@@H](C)CN([C@H](C)CO)C(=O)c2cc(NC(=O)Nc3cccc4ccccc34)ccc2O1,-9
NC(=S)N1C(c2ccccc2)CCN1c1ccccc1 (centres undefined),6
COc1ccc(S(=O)(=O)Nc2ccc3c(c2)C(=O)N([C@@H](C)CO)C[C@H](C)[C@@H](CN(C)C(=O)NC2CCCCC2)O3)cc1,15
C[C@H](CO)N1C[C@H](C)[C@H](CN(C)S(=O)(=O)c2ccccc2)Oc2ccc(NS(=O)(=O)c3cccs3)cc2CC1=O,8
Cn1cnnc1Sc1cc(C#N)c(C#N)cc1Sc1nncn1C,1
Nc1ccccc1Nc1c(N)c(=O)oc2ccccc12,14
C[C@@H]1CN([C@H](C)CO)C(=O)c2cccc(NC(=O)Nc3cccc4ccccc34)c2O[C@@H]1CN(C)C(=O)Nc1ccccc1,-2
C[C@H](CO)N1C[C@H](C)[C@@H](CN(C)Cc2ccncc2)Oc2c(NS(=O)(=O)c3ccccc3)cccc2C1=O,-2
Cc1ccc(S(=O)(=O)N(C)C[C@H]2Oc3c(NS(=O)(=O)c4ccc(Cl)cc4)cccc3C(=O)N([C@H](C)CO)C[C@@H]2C)cc1,41
C[C@@H]1CCCCO[C@@H](CN(C)C(=O)Cc2ccccc2)[C@@H](C)CN([C@H](C)CO)C(=O)c2cc(NS(=O)(=O)c3ccc(F)cc3)ccc2O1,33
C[C@@H]1CN([C@H](C)CO)C(=O)c2cc(NC(=O)Nc3ccc4c(c3)OCO4)ccc2O[C@H]1CN(C)S(=O)(=O)c1ccc(Cl)cc1,-2
CC(C)(C)C1CCc2c(sc(NC(=S)NC(=O)c3cc4ccccc4o3)c2C(N)=O)C1 (centres undefined),-15
Cc1cc(C)c(NC(=O)CSc2nc(-c3ccccc3)c(-c3ccccc3)[nH]2)c(C)c1,-5
COc1ccc(S(=O)(=O)Nc2ccc3c(c2)C(=O)N([C@@H](C)CO)C[C@H](C)[C@@H](CN(C)C(=O)NC(C)C)O3)cc1,1
COc1ccc(S(=O)(=O)Nc2cccc3c2O[C@@H](CN(C)C(=O)Nc2ccc(F)cc2)[C@H](C)CN([C@@H](C)CO)C3=O)cc1,-11
CC1CCCCN1C(=O)c1cc2nc(-c3ccc(Cl)cc3)cc(C(F)(F)F)n2n1 (centres undefined),-2
C[C@@H]1CN([C@@H](C)CO)C(=O)c2cccc(NS(=O)(=O)c3cccs3)c2O[C@@H]1CN(C)Cc1ccc(Oc2ccccc2)cc1,59
C[C@H]1CN([C@@H](C)CO)C(=O)CCCn2nncc2CO[C@H]1CN(C)S(=O)(=O)c1ccc2ccccc2c1,?
CC(C(=O)NCc1cccs1)n1ncn2cccc2c1=O (centres undefined),-3
CS(=O)(=N/C=C(\C#N)S(=O)(=O)c1ccc(C(F)(F)F)cn1)c1ccc(Cl)cc1 (centres undefined),8
C[C@@H]1CN([C@H](C)CO)C(=O)Cc2cc(NC(=O)C3CCCCC3)ccc2O[C@H]1CN(C)Cc1ccncc1,2
O=C(NCc1cccc2ccccc12)c1ccc2c3c(cccc13)CC2,-16
CC(=O)OCC/C(=C\CC1(O)C(C)CCC2C(C)(C)CCCC21C)COC(C)=O (centres undefined),6
NCCCC[C@H](N[C@@H](CCc1ccccc1)C(=O)O)C(=O)N1CCC[C@H]1C(=O)O,-4
C[C@H](CO)N1C[C@H](C)[C@@H](CN(C)Cc2ccc3c(c2)OCO3)Oc2c(NS(C)(=O)=O)cccc2C1=O,-10
C[C@H](CO)N1C[C@H](C)[C@@H](CN(C)Cc2ccc(-c3ccccc3)cc2)Oc2c(NS(=O)(=O)c3ccc(Cl)cc3)cccc2C1=O,51
N#Cc1c(OCC(F)(F)F)ccc(SCc2ccccc2)c1OCC(F)(F)F,-2
Cc1ccc(-n2ncc(N(C)N3CC(C)(C)C3=O)c(Cl)c2=O)cc1,-11
CC(C)NC(=O)Nc1ccc2c(c1)C(=O)N([C@@H](C)CO)C[C@@H](C)[C@@H](CN(C)Cc1ccc(C(=O)O)cc1)O2,-3
CCOc1ccc(CC(=O)NC2CC(C)(C)N(C)C(C)(C)C2)cc1OCC,-12

The last 5 compounds of the part above lead into the next.
Molecule,ROS inducer
C[C@H](CO)N1C[C@H](C)[C@@H](CN(C)Cc2ccc(-c3ccccc3)cc2)Oc2c(NS(=O)(=O)c3ccc(Cl)cc3)cccc2C1=O,51
N#Cc1c(OCC(F)(F)F)ccc(SCc2ccccc2)c1OCC(F)(F)F,-2
Cc1ccc(-n2ncc(N(C)N3CC(C)(C)C3=O)c(Cl)c2=O)cc1,-11
CC(C)NC(=O)Nc1ccc2c(c1)C(=O)N([C@@H](C)CO)C[C@@H](C)[C@@H](CN(C)Cc1ccc(C(=O)O)cc1)O2,-3
CCOc1ccc(CC(=O)NC2CC(C)(C)N(C)C(C)(C)C2)cc1OCC,-12
Cc1cc(C)c2c(=O)[nH]c(SCC(=O)NCc3ccccc3)nc2n1,0
COc1ccc(C(=O)CSc2nc3c([nH]2)c(=O)n(C)c(=O)n3C)cc1,1
C[C@@H]1CN([C@H](C)CO)C(=O)Cc2cc(NC(=O)NC3CCCCC3)ccc2O[C@H]1CN(C)S(=O)(=O)c1ccc(Cl)cc1,53
CCc1ccc(C2C(C(=O)OC)=CNC=C2C(=O)OC)cc1,3
C[C@H](CO)N1C[C@H](C)[C@@H](CN(C)C(=O)Nc2cccc3ccccc23)Oc2c(NC(=O)Nc3ccccc3)cccc2C1=O,-7
C=CCn1c2ccccc2c2nnc(SCC(=O)c3ccc(Cl)cc3)nc21,70
CN(CCc1ccccn1)c1ccc([N+](=O)[O-])cn1,-7
C[C@@H]1CN([C@@H](C)CO)C(=O)c2cc(NC(=O)C3CCCCC3)ccc2O[C@@H]1CN(C)Cc1ccccc1,0
O=C(NO)c1cccc(C(=O)N/N=C/c2cccc3ccccc23)c1,7
Cc1cc2c(cc1S(=O)(=O)NCCN1CCN(c3ccccc3F)CC1)OCC(=O)N2,8
O=C(NCSc1nc2ccccc2s1)c1ccco1,-6
Cc1ccc(N(C(C)C(=O)Nc2ccc(Cl)cc2)S(C)(=O)=O)cc1C (centres undefined),-1
COc1ccc(S(=O)(=O)N(C)C[C@@H]2Oc3ccc(NC(=O)CCN4CCOCC4)cc3CC(=O)N([C@H](C)CO)C[C@H]2C)cc1,7
C[C@@H]1CN([C@H](C)CO)C(=O)c2cc(NS(=O)(=O)c3ccc(Cl)cc3)ccc2O[C@H]1CN(C)S(C)(=O)=O,-5
COc1ccc(S(=O)(=O)Nc2ccc3c(c2)CC(=O)N([C@@H](C)CO)C[C@@H](C)[C@@H](CN(C)S(=O)(=O)c2c(C)noc2C)O3)cc1,-4
Cc1ccc(S(=O)(=O)N(C)C[C@H]2Oc3ccc(NC(=O)c4ccncc4)cc3CC(=O)N([C@@H](C)CO)C[C@@H]2C)cc1,9
CCOC(=O)c1cnn2c(C(F)(F)F)cc(C)nc12,0
S=C(NC1CCCCC1)C(=S)NC1CCCCC1,73
C[C@@H]1CN([C@@H](C)CO)C(=O)c2cc(NS(=O)(=O)c3cn(C)cn3)ccc2O[C@H]1CN(C)Cc1ccc(C(=O)O)cc1,-4
CCC(C)c1ccc(NC(=S)NC(=O)c2ccco2)cc1 (centres undefined),11

3 entries from above in another layout.
> CN1CCN(Cc2c(O)ccc3c(=O)c(-c4ccc(Cl)cc4Cl)c(C(F)(F)F)oc23)CC1
  ROS inducer: 21

> Cc1cc(C)c2c(=O)[nH]c(SCC(=O)NCc3ccccc3)nc2n1
  ROS inducer: 0

> CC(C)(C)NC(=O)[C@H]1C[C@H]2CCCC[C@H]2CN1C(=O)C12CC3CC(CC(C3)C1)C2
  ROS inducer: 7

Remaining list, next part.
Molecule,ROS inducer
CN1C(=O)c2ccc(C(=O)Nc3ccc(OCC(=O)O)cc3)cc2C1=O,-3
CCn1cc(C(=O)NC2CCCCCC2)c(=O)c2ccc(C)nc21,7
C[C@@H]1O[C@@H](O[C@H]2[C@H](OC(=O)[C@]34CCC(C)(C)C[C@H]3C3=CCC5[C@@]6(C)C[C@H](O)[C@H](O[C@@H]7O[C@H](CO)[C@@H](O)[C@H](O)[C@H]7O)[C@@](C)(CO)C6[C@H](O)C[C@@]5(C)[C@]3(C)CC4)OC[C@H](O)[C@@H]2O)[C@H](O)[C@H](O)[C@H]1O[C@@H]1OC[C@@H](O)[C@H](O[C@@H]2OC[C@](O)(CO)[C@H]2O)[C@H]1O (some centres undefined),-26
Cc1ccc(Cl)cc1N(CC(=O)Nc1cccc([N+](=O)[O-])c1C)S(C)(=O)=O,8
O=C(C1CCCN(Cc2cccc(Cl)c2)C1)N1CCCCCC1 (centres undefined),2
Cc1nc(N=C(N)N)nc2ccccc12,21
CC1=CC(=O)OC(c2ccccc2)C1 (centres undefined),14
C[C@H]1CN([C@@H](C)CO)C(=O)Cc2cc(NC(=O)CCN3CCOCC3)ccc2O[C@@H]1CN(C)S(C)(=O)=O,-8
COc1ccc(NC(=O)Nc2cccc3c2O[C@H](CN(C)Cc2ccc(C(F)(F)F)cc2)[C@@H](C)CN([C@H](C)CO)C3=O)cc1,19
CC(=O)Nc1cccc(NC(=O)c2cccc(Cn3cc(Cl)cn3)c2)c1,-4
S=C(NCCCN1CCOCC1)N(Cc1ccccc1)Cc1ccccc1,-4
O=C(CCCN1CCC(O)(c2ccc(Cl)cc2)CC1)c1ccc(F)cc1,-2
COc1ccccc1OCC(=O)Nc1cccc(-c2nnc(-c3ccccc3)o2)c1,-2
CCC(c1nc2ccccc2c(=O)n1-c1ccccn1)N1C(=O)c2ccccc2C1=O (centres undefined),25
CNC[C@@H]1Oc2ccc(NC(=O)Nc3c(C)noc3C)cc2CC(=O)N([C@@H](C)CO)C[C@@H]1C,6
